Compound activity as filed in PubChem.
EPAC2 antag = antagonists of human EPAC2 | Q8WZA2 | EPAC2 GEF exchange of Rap1B-BODIPY-GDP, fluorescence | Potency, µM (series often up to 114 µM), for the others: at the top dose activity, negative = inhibition, most hits filed as inhibitors | 360,000 tested, 0.18% active; further: on the % scale 0 is the no-effect control and ±100 the full control effect; nearly all actives have a fitted effect of over 45% in size; many of its hits are not listed in these tables
Target sequence (Q8WZA2 whole entry, looked up): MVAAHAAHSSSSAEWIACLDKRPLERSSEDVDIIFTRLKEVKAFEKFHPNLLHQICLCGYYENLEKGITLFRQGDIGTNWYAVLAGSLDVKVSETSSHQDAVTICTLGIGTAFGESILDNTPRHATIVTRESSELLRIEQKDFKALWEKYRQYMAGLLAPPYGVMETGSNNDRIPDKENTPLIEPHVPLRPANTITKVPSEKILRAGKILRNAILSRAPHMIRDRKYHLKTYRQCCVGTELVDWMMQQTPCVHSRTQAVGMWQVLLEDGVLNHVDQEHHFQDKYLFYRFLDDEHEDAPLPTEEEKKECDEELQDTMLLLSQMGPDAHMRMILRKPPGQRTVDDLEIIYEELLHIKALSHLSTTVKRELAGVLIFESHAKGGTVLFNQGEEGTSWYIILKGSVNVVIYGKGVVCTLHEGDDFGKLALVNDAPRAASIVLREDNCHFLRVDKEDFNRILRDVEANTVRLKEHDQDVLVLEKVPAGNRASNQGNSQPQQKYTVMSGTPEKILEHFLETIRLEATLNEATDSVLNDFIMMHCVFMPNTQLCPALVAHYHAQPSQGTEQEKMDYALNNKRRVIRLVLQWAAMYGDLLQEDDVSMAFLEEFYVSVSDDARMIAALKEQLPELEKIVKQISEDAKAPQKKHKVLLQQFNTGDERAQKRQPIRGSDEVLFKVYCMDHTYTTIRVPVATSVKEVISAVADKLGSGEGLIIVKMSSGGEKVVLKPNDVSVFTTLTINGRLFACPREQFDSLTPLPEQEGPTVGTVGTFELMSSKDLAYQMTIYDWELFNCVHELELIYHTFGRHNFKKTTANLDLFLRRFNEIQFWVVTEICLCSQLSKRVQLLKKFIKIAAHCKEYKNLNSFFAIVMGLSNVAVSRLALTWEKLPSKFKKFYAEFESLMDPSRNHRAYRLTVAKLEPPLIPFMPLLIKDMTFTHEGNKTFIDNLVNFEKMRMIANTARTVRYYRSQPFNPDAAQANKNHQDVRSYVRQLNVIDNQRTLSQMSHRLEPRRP
TDP-43 yeast inh = TDP-43 toxicity inhibition in yeast; TDP-43 expressing yeast growth rescue, BacTiter-Glo, 24 h; Potency, µM (top dose mostly 46.1 µM), for the others: at the highest dose growth rescue (activation), most hits filed as activators; 410,000 tested, 1.8% active; further: % of control where 0% means no effect; nearly all actives have a fitted effect of over 50% in size
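Readout is BacTiter-Glo luminescence of cell growth, so inhibitors register as activators. TDP-43-expressing yeast at OD600=0.02 in galactose medium, after raffinose pregrowth to mid-log, were incubated with compound for 24 hr at 30 deg C.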
FUS suppressor = rescues growth of FUS-expressing yeast. AID 1347120. S. cerevisiae FUS-expressing, growth rescue, OD600, 24 h. Potency, µM (top dose mostly 76.6 µM), inactives show at the highest dose growth rescue (activation), usual class: activators. 390,000 tested, 0.24% active;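 further: plate controls were DMSO vehicle for no effect and reference control for full effect; nearly all actives have a fitted effect of over 55% in size; some results filed as inactive show a strong effect at the top dose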
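S. cerevisiae expressing FUS from galactose induction served as the toxicity model. Growth after 24hr at 30C, read as absorbance at 600 nm, indicates suppression of toxicity; compounds dosed at several concentrations.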
aSyn yeast inh = inhibitors of alpha-synuclein toxicity in yeast; Potency, µM (series often up to 46.1 µM), inactives show at the top dose growth rescue (activation), most hits filed as activators; Yeast expressing alpha-synuclein, growth rescue, BacTiter-Glo, 24 h; 370,000 tested, 0.14% active; AID 652106; further: % of control where 0% means no effect; nearly all actives have a fitted effect of over 65% in size
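Galactose-induced alpha-syn yeast (OD600=0.02, raffinose-pregrown) + pinned cpd, 24 hr, 30 deg C; growth by BacTiter-Glo luminescence. Growth restoration scores as activation.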
EPAC1 ag = EPAC1 (human) agonism; EPAC1 agonist qHTS, biochemical assay; response scale: 100% = response to 6.5 mM cAMP; Potency, µM (top dose mostly 154 µM), for the others: at the highest dose activation, hits mostly activators; 360,000 tested, 0.073% active; further: nearly all actives have a fitted effect of over 60% in size
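Read-out is the fluorescence drop as BODIPY-GDP leaves Rap1B (480 nm excitation, 540 nm emission), recorded every 5 minutes over 30 minutes. Reactions held 100 nM EPAC1, 250 nM Rap1B–BODIPY-GDP and 50 uM GDP, with 6.5 mM cAMP setting full activation.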
EPAC2 ag = agonists of human EPAC2 (RAPGEF4); Q8WZA2; EPAC2 activation, biochemical qHTS; response scale: 100% = 6.5 mM cAMP response; Potency, µM (titrated, usually from 154 µM), for the others: top-dose activation, usual class: activators; 360,000 tested, 0.079% active; further: nearly all actives have a fitted effect of over 50% in size
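Compounds were titrated in qHTS against a Rap1B-BODIPY-GDP (250 nM) complex with EPAC2 (100 nM) and GDP (50 uM). BODIPY-GDP release tracked at 480/540 nm over 30 min at room temperature, normalized to 6.5 mM cAMP.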
EPAC1 antagonist = EPAC1 (human) antagonism; O95398; EPAC1 GEF assay, Rap1b-BODIPY-GDP exchange fluorescence; Potency, µM (highest dose often 115 µM), without a hit: at the top dose activity change, negative = inhibition, actives largely listed as inhibitors; 360,000 tested, 0.14% active;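 further: plate controls were vehicle for no effect and positive control for full effect; nearly all actives have a fitted effect of over 50% in size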
PTHR1 agonist = PTHR1 (human) receptor agonism; Q03431; HEK293 GP2 PTHR1 cells, GloSensor cAMP luminescence, 1 h; Potency, µM (series often up to 115 µM), for the others: at the top dose activation, usual class: activators; 410,000 tested, 0.075% active; further: nearly all actives have a fitted effect of over 55% in size; some results filed as inactive show a strong effect at the top dose; inactives centre near -15; many of its hits are not listed in these tables
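HEK-293-derived GP2 cells expressing PTHR1 and a GloSensor cAMP reporter, 3,000/well, plated overnight, given luciferin plus IBMX (each 0.5 mM as added) for 1 h at 37 °C, then compound for 1 h at 37 °C. Luminescence was read after 15 min at room temperature.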
* hit, by the source's call; i = inactive; u = inconclusive; x = not tested or not shown; [ ] = another dose, or the depositor's remark. The call rests on the fitted dose curve; in most records, active means well fitted curve in the direction sought with a large enough effect; inconclusive means small, poorly fitted or top-dose-only effect, or another doubt; inactive means no such curve, though single readings can be large; an effect the other way counts as inactive or inconclusive. Potency means the concentration at half of the fitted maximal effect. This is a subset; count on the stated rates, not on these rows.

cpd	SMILES	EPAC2 antag	TDP-43 yeast inh	FUS suppressor	aSyn yeast inh	EPAC1 ag	EPAC2 ag	EPAC1 antagonist	PTHR1 agonist
1	CCOc1ccc(NC(=O)c2csc3c2CCCC3)cc1	-1.8%	3.5%	-19.6%	6.9%	-13.4%	-2.5%	-13.2%	-39.8%[inhibitor]
2	O=C(Nc1cccc(-c2cccc(Cl)c2)c1)C1CCN(CC2CCOC2)CC1 (configuration not stated)	7.6%	-3.9%	6.5%	4.1%	1.2%	8.6%	12.1%	i
3	CC(C)CN(CC(C)C)S(=O)(=O)c1cc([N+](=O)[O-])ccc1N1CCCCCC1	-5.8%	-8.9%	-6.5%	-2.9%	6.3%	3.6%	5.9%	i
4	COc1ccc(N2CCC(CNC(=S)Nc3cccc(C)c3)C2)cc1 (configuration not stated)	-5.4%	u	37.8%	-19.3%	4.0%	12.6%	-7.6%	-30.6%
5	COc1ccc(/C=C2\N=C(SC)N(c3ccccc3OC)C2=O)cc1	17.8µM*	5.3%	16.8%	-0.4%	-2.2%	15.2%	5.6%	-29.1%
6	O=C(NCc1ccco1)C(=O)NCC1OCCN1S(=O)(=O)c1ccc(F)cc1 (configuration not stated)	-0.5%	12.8%	-14.8%	u	-2.2%	2.2%	-6.0%	i
7	Cc1ccc(C)c(NC(=O)CCN2CCC(C)CC2)c1	15.0%	-24.9%	16.4%	1.2%	-8.8%	11.3%	-18.8%	i
8	COc1cc2c(cc1OC)C(=O)C(c1ccc3c(c1)OCO3)CC2 (configuration not stated)	-11.7%	0.0%	0.5%	5.0%	0.6%	-5.3%	15.1%	-73.4%[inhibitor]
9	O=[N+]([O-])c1ccc(-c2ccc(S(=O)(=O)NCCN3CCCC3)cc2)cc1	11.8%	-13.5%	26.8%	-0.9%	0.0%	10.0%	-10.9%	-7.9%
10	Cc1cc2ncn(C(=O)c3c(-c4c(Cl)cccc4Cl)noc3C)c2cc1C	-2.5%	-8.4%	-6.4%	3.3%	-0.5%	3.3%	13.3%	i
11	CC(C)[C@@H]1O[C@H](CCc2ccccc2)CC2=C1C(=O)OC(C)(C)O2	-11.3%	19.0%	18.5%	-6.1%	-6.9%	1.6%	-10.8%	-0.6%
12	Cc1ccc(S(=O)(=O)NC(=O)c2cccn2C)cc1	-8.6%	1.8%	40.7%	6.1%	8.3%	2.9%	-19.1%	17.1%[57.5 µM]
13	Cc1ccc2c(c1)NCC(C(=O)NC1CCCCC1)O2 (configuration not stated)	23.5%	-13.5%	17.5%	-0.7%	5.5%	3.0%	7.5%	i
14	O=C(CN1C(=O)c2ccccc2S1(=O)=O)NCc1c(F)cccc1F	5.7%	-2.5%	6.8%	1.3%	0.5%	5.1%	-0.3%	-21.1%
15	CC(=O)Nc1ccc(C(=O)OC2CCCCC2=O)cc1 (configuration not stated)	7.1%	-14.5%	33.5%	-5.1%	7.9%	4.7%	-7.0%	i
16	C/C(N)=C(/C#N)C(=O)CSc1nc2ccccc2[nH]1	-3.8%	-17.2%	36.4%	4.5%	8.9%	7.6%	-1.9%	-20.4%
17	N#Cc1cccc(NC(=O)c2cncn2-c2ccccc2)c1	-2.6%	-10.4%	10.9%	-2.6%	8.7%	8.2%	8.9%	-3.1%
18	O=C(NN=C1CCCC1)c1[nH]c2ccc(Cl)cc2c1-c1ccccc1	-29.9%	19.9%	35.3%	2.7%	0.2%	1.1%	-8.9%	-10.0%
19	Cc1ccc([C@@H]2CC=C(C(=O)O)[C@H](c3ccc(F)cc3)N2S(=O)(=O)c2ccc(C)cc2)cc1	-1.9%	-37.5%[inhibitor]	-2.7%	1.4%	7.2%	15.0%	3.7%	-1.5%
20	Cc1ccccc1NC(=O)C1C(=O)Nc2ccccc2C(=O)N1Cc1ccccc1 (configuration not stated)	2.7%	6.2%	-2.5%	-6.4%	-10.8%	4.2%	-2.5%	i
21	CN(C)S(=O)(=O)c1cccc(NC(=O)CSc2nnnn2-c2ccccc2)c1	-8.5%	9.0%	-17.4%	-4.6%	-5.4%	7.3%	10.4%	-27.3%
22	CCOC(=O)c1c(NC(=O)CSc2nnnn2C)sc(C(=O)N(C)C)c1C	4.3%	23.4%	5.8%	0.9%	3.7%	-0.6%	-3.1%	i
23	CC(C)[C@H](NC(=O)OCc1ccccc1)C(=O)OCC(=O)N1CCN(c2ccc(F)cc2)CC1	-4.7%	-4.9%	32.2%	7.6%	0.1%	13.4%	u	-32.6%[inhibitor]
24	CCN(CC(=O)NC1CCS(=O)(=O)C1)c1ccc([N+](=O)[O-])cc1C#N (configuration not stated)	1.7%	21.9%	-14.1%	-2.8%	6.6%	8.2%	5.1%	u
25	COC(=O)c1cccc(NC(=O)c2cc3sccc3n2C)c1	-16.7%	3.1%	36.4%	-5.9%	u	24.4%	-14.0%	-30.6%[inhibitor]
26	Cc1ccc(C(=O)N(CCC2=CCCCC2)c2c(N)n(Cc3ccccc3)c(=O)[nH]c2=O)o1	27.9%	17.0%	18.6%	5.4%	-9.7%	-15.2%	-16.4%	-17.5%
27	COc1cc(/C=N/NC(=O)c2cc(-c3cccs3)nc3ccccc23)ccc1O	13.4%	9.2%	u	-0.6%	-8.5%	4.3%	-7.7%	-32.9%[inhibitor]
28	COCCNc1ncnc2c1ncn2[C@H]1CN(CCN2CCOCC2)C[C@@H](CO)O1	-22.3%	5.9%	-5.5%	0.3%	7.5%	1.3%	-18.6%	-23.0%
29	CCCCNC(=O)CSc1nc2cc3c(cc2c(=O)n1CCCN(CC)CC)OCO3	13.6%	7.0%	-0.1%	-6.7%	-2.7%	1.0%	13.6%	i
30	CN1C(=O)c2ccc(NC(=O)c3cccc4ccccc34)cc2C1=O	0.0%	-1.9%	-5.4%	-7.0%	3.4%	-1.1%	-12.7%	-24.9%
31	O=C(Nc1ccc(F)cc1F)c1ccc(-n2cccn2)nc1	15.2%	u	-7.5%	-0.7%	-6.8%	4.9%	9.1%	-26.5%
32	N#Cc1ccc(S(=O)(=O)N2CCCCC2c2cc(C(=O)NCc3ccccc3)no2)cc1 (configuration not stated)	u	u	34.8%	2.9%	2.9%	5.2%	-9.6%	i
33	O=C(COc1ncnc2ccccc12)Nc1cc([N+](=O)[O-])ccc1Cl	14.4%	-19.7%	-1.3%	17.9%	-3.3%	-0.2%	12.6%	-15.7%
34	O=S(=O)(c1ccc(SCc2ccccc2)nc1)N1CCCC1	4.0%	u	34.0%	0.8%	11.9%	14.9%	-10.7%	-32.3%[inhibitor]
35	Nc1ccc(S(=O)(=O)Nc2ccc(C(=O)c3ccccc3)cc2)cc1	-8.9%	4.7%	2.0%	-3.1%	8.5%	10.2%	6.2%	-23.8%
36	COCCC(=O)N1CCOCC1c1cc(C(=O)NCc2ccccc2)no1 (configuration not stated)	-2.7%	15.6%	-19.4%	6.3%	-5.3%	-3.0%	1.6%	i
37	CC(C)Cn1c(N)c(C(=O)CSc2nnc(-c3ccco3)n2C)c(=O)n(C)c1=O	1.2%	13.9%	-32.1%	0.0%	-4.5%	-2.2%	1.1%	10.5%
38	Cc1cc(C)c(C)c(Cn2c(CO)nc3ccccc32)c1C	4.4%	8.1%	9.4%	22.4%	-3.6%	-2.4%	6.3%	i
39	Cc1cc2c(cc1C)N(Cc1ccccc1)C1=NCCCN12	6.3%	-14.2%	-6.4%	-5.3%	4.7%	4.7%	-26.3%	3.4%
40	CCCc1cc(C(=O)NC2CCCN(Cc3ccccc3F)C2)no1 (configuration not stated)	-7.3%	1.7%	24.9%	2.3%	10.7%	5.9%	-17.4%	-3.4%
41	CCNC(=O)N(CC)C[C@H]1N[C@@](C)(C(=O)OC)[C@H]2C(=O)N(C)C(=O)[C@@H]12	10.2%	-6.3%	-14.1%	-9.0%	-19.5%	5.3%	13.8%	-7.3%
42	O=C1NC(=O)C(c2ccc(Cl)cc2)N1 (configuration not stated)	-24.6%	5.4%	-22.3%	3.8%	-7.3%	-5.8%	24.1%	-16.4%
43	COc1ccc(C2=NN(c3ccccc3)C(c3cn(CCC(=O)O)nc3-c3ccccc3)C2)cc1 (configuration not stated)	-2.3%	-2.9%	19.3%	1.6%	23.8%	-1.5%	u	-3.5%
44	C=Cc1ccc(Cn2c(C)c(C(=O)NCc3ccccc3C(F)(F)F)sc2=O)cc1	3.7%	u	-12.5%	2.4%	-8.5%	0.5%	-1.3%	-14.5%
45	COc1ccc([C@H]2CC(=O)C=C(c3cccc(OC)c3)C2)cc1	-11.9%	11.2µM*	28.8%	0.2%	8.0%	9.5%	-0.7%	-45.8%[inhibitor]
46	COc1ccccc1/C=C/C(=O)OCC(=O)c1cc(C)n(C)c1C	-6.4%	7.5%	u	4.2%	10.6%	8.0%	10.2%	-20.7%
47	CCOc1ccc(-n2c(Cc3cc(=O)[nH]c(=O)[nH]3)nnc2SCC(=O)OC)cc1	3.3%	-5.0%	-12.2%	-0.7%	-1.9%	6.2%	-25.6%	-59.4%[inhibitor]
48	CCCC(=O)Nc1ccc(C(=O)NCCc2ccc(F)cc2)cc1	23.6%	15.3%	x	6.9%	-5.6%	0.1%	11.5%	i

Three compounds out of the list above, sorted by the number in EPAC1 antagonist, ascending:
| nr | compound | EPAC2 antag | EPAC1 ag | EPAC1 antagonist | PTHR1 agonist |
| --- | --- | --- | --- | --- | --- |
| 40 | CCCc1cc(C(=O)NC2CCCN(Cc3ccccc3F)C2)no1 (configuration not stated) | -7.3% | 10.7% | -17.4% | -3.4% |
| 45 | COc1ccc([C@H]2CC(=O)C=C(c3cccc(OC)c3)C2)cc1 | -11.9% | 8.0% | -0.7% | -45.8%[inhibitor] |
| 46 | COc1ccccc1/C=C/C(=O)OCC(=O)c1cc(C)n(C)c1C | -6.4% | 10.6% | 10.2% | -20.7% |

Part of the list above, as labelled records.
37. CC(C)Cn1c(N)c(C(=O)CSc2nnc(-c3ccco3)n2C)c(=O)n(C)c1=O
  EPAC2 antag: 1.2%; TDP-43 yeast inh: 13.9%; FUS suppressor: -32.1%; aSyn yeast inh: 0.0%; EPAC1 ag: -4.5%; EPAC2 ag: -2.2%; EPAC1 antagonist: 1.1%; PTHR1 agonist: 10.5%

38. Cc1cc(C)c(C)c(Cn2c(CO)nc3ccccc32)c1C
  EPAC2 antag: 4.4%; TDP-43 yeast inh: 8.1%; FUS suppressor: 9.4%; aSyn yeast inh: 22.4%; EPAC1 ag: -3.6%; EPAC2 ag: -2.4%; EPAC1 antagonist: 6.3%; PTHR1 agonist: i

39. Cc1cc2c(cc1C)N(Cc1ccccc1)C1=NCCCN12
  EPAC2 antag: 6.3%; TDP-43 yeast inh: -14.2%; FUS suppressor: -6.4%; aSyn yeast inh: -5.3%; EPAC1 ag: 4.7%; EPAC2 ag: 4.7%; EPAC1 antagonist: -26.3%; PTHR1 agonist: 3.4%
